Compound activity from PubChem BioAssay.
E coli Lon inh – inhibitors of E. coli Lon protease, primary screen, biochemical, fluorescence polarization | P0A9M0 | purified E. coli Lon protease | inhibition, % at 7.94 µM | 360,000 tested, 0.42% active; in the data active = inhibition above about 13%, passing the limit was not always enough;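 note: 0% = enzyme with probe and DMSO and 100% = no enzyme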
Target sequence (P0A9M0 whole entry, looked up): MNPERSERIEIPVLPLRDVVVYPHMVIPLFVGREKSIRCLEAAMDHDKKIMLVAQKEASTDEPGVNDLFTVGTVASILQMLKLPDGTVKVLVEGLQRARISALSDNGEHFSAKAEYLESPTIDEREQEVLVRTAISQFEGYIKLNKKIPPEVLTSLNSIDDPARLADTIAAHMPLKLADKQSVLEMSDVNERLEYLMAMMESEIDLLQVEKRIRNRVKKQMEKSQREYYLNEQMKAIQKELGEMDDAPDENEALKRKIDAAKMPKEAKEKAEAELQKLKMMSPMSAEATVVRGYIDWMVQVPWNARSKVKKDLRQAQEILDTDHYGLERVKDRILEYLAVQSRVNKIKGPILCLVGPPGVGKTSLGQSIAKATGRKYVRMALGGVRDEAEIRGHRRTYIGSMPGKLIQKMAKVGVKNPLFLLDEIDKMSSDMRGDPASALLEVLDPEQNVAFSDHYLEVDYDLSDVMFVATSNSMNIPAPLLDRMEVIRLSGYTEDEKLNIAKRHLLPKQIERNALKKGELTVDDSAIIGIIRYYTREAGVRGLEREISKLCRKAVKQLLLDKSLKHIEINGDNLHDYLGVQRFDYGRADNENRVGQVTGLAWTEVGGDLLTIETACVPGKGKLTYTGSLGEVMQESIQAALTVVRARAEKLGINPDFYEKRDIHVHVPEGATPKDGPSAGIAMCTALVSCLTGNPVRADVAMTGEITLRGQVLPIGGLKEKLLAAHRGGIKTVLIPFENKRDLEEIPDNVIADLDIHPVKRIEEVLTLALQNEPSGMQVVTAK
SKN-1 block – suppressors of acrylamide-induced Pgst-4::GFP reporter in worms, primary screen, SKN-1 inhibitor project, whole organism, uHTS, GFP/RFP fluorescence ratio, strain VP596 | C. elegans VP596 Pgst-4::GFP/RFP ratio, 24 h | inhibition, % at 21.8 µM | 360,000 tested, 0.49% active | AID 624304, 2012;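 active = interference check ratio from 0.5 to 1.5 plus GFP to RFP signal ratio inhibition reaching or exceeding a fixed threshold, cut at about 30% in these data, passing the limit was not always enough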; note: some compounds called inactive have numbers as strong as hits
MsrA inhibitor – bovine MsrA enzyme inhibitors, primary screen, biochemical, absorbance, HTS; inhibition, % at 15.5 µM; 360,000 tested, 0.75% active; Methionine sulfoxide reductase A (Bos taurus); AID 651718, 2012; purified bovine MsrA, absorbance read-out; in the data active = inhibition above about 4.5%;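 note: 0% = vehicle wells with enzyme and 100% = reference inhibitor wells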
Neddylation inh – inhibitors of cullin neddylation, primary screen, biochemical, TR-FRET, uHTS, NAE and Ubc12. NEDD8-conjugating enzyme Ubc12 (Homo sapiens) + NEDD8-activating enzyme E1 regulatory …. calls only at 25 µM. 360,000 tested, 0.58% active; in the data active = inhibition above about 36%
MT1-MMP act inh – blockers of MT1-MMP proenzyme processing, primary screen, HT1080 RFP-PRO-GFP cells, GFP/RFP fluorescence. GFP/RFP ratio change, % at 20 µM. 360,000 tested, 0.061% active. GFP/RFP ratio fluorescence, overnight; percent of plate control window, DMSO zero. AID 651647, 2012. Matrix metalloproteinase-14 (Homo sapiens), P50281;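 active = GFP/RFP ratio change of at least 30% with cell ATP level not reduced by more than half and red fluorescence within 50% of control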; note: strong numbers were not always called active
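Assay system: HT1080 RFP-PRO-GFP cells. Benchmarks: DMSO vehicle wells and RFP-L50D-GFP reporter cell wells. Times: overnight cell settling, then overnight compound exposure, 37 °C, 5% CO2. Compound: 20 µM single dose, 1% DMSO. Read-out basis: GFP/RFP fluorescence ratio.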
MsrA act – bovine MsrA enzyme activators, primary screen, biochemical, absorbance, HTS; Methionine sulfoxide reductase A (Bos taurus); 360,000 tested, 0.3% active; purified bovine MsrA, absorbance read-out; activation, % at 10.6 µM; in the data active = activation above about 7.5%;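 note: 0% = vehicle and 100% = reference activator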
FAS-TE inh – FAS thioesterase domain inhibitors, primary screen, biochemical, fluorescence intensity, uHTS. Fatty acid synthase (Homo sapiens), P49327. recombinant FAS-TE, OMFH fluorogenic substrate, fluorescence endpoint. inhibition, % at 15 µM. 360,000 tested, 0.67% active;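 active = compounds whose normalised, plate-corrected inhibition of enzyme fluorescence in the single-dose primary screen is 50% or more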;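 note: 0% = DMSO with enzyme and 100% = substrate without enzyme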
Rin1-Abl PPI inh – inhibitors of Rin1-Abl protein binding, primary screen, biochemical, TR-FRET | Tyrosine-protein kinase ABL1 (Homo sapiens) + Ras and Rab interactor 1 (Homo sapiens), … | 360,000 tested, 0.4% active | inhibition, % at 7.35 µM; in the data active = inhibition above about 5%, passing the limit was not always enough
CendR NRP1 mod – modulators of CendR peptide binding to NRP-1, primary screen, biochemical, fluorescence polarization, uHTS. 360,000 tested, 0.85% active. inhibition, % at 25 µM. Neuropilin-1 (Homo sapiens), O14786. FAM-RPARPAR peptide binding to NRP-1;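 active = inhibition or corrected inhibition above about 18%, plus a signal ratio from 0.5 to 1.5, limit read from the data, passing the limit was not always enough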; note: strong numbers were not always called active
* = called active by the depositor; i = inactive; · = not tested or not shown; + = active, no number.

SMILES | E coli Lon inh | SKN-1 block | MsrA inhibitor | Neddylation inh | MT1-MMP act inh | MsrA act | FAS-TE inh | Rin1-Abl PPI inh | CendR NRP1 mod
Cc1nc(NCc2ccco2)c(C#N)c2c1COC(C)(C)C2 | 1 | -29 | 2.2 | i | 3 | -8 | -2 | 3 | 3
COc1ccc(OCC(=O)Nc2ccc(N3CCOCC3)c(Cl)c2)cc1 | 6 | 3 | -0.5 | i | 2 | -3 | 5 | 0 | 1
O=C(CCOc1ccccc1)N1CCN(S(=O)(=O)c2ccccc2F)CC1 | 2 | -2 | -0.2 | i | 4 | -2 | -1 | -1 | 6
Nc1nc(C2CCCCC2)cs1 | 0 | -17 | 0.0 | i | -4 | 3 | -9 | -2 | -1
Cc1sc2ncnc(N3CCC(C(=O)NNC(=O)c4ccc(F)cc4)CC3)c2c1C | -6 | 19 | 1.7 | i | -6 | -2 | -1 | -2 | 11
CCOCCCNC(=O)Cn1cc2c(n1)CCCCC2 | 4 | 5 | 1.2 | i | 2 | -2 | -8 | -4 | 14
COc1ccc(CN2CCN(c3ccccc3OC)CC2)cc1OC | 9 | -6 | 1.3 | i | 3 | -8 | -16 | -1 | -4
CCOc1ccc(S(=O)(=O)NCCC(=O)OCC(=O)Nc2cc(C)on2)cc1 | -4 | -12 | 1.0 | i | -1 | -4 | -2 | -2 | -14
CCOc1ccc(NS(=O)(=O)c2ccc(C(=O)NCCCN3CCCC3=O)cc2)cc1 | 7 | -1 | -0.1 | i | -6 | -4 | -6 | 1 | -2
CN(/N=C/c1ccccc1Cl)c1ncc(Cl)cc1C(F)(F)F | -5 | 16 | 0.6 | i | 1 | -3 | 22 | 0 | -21
CC(C)(C)OC(=O)N1CCC(c2c(C(=O)N3CCN(C4CCCCC4)CC3)cnn2-c2ccc(F)cc2)CC1 | -6 | -2 | -1.1 | i | -2 | -2 | 1 | 2 | 3
CCn1c(=O)cc(SCC(=O)N2CCN(c3ccccc3F)CC2)c2ccccc21 | -1 | 4 | -0.4 | i | 5 | 1 | 24 | -26 | 4

Quoted at random: 3 records from the list, in no set order.
SMILES | E coli Lon inh | SKN-1 block | MsrA inhibitor | Neddylation inh | MT1-MMP act inh | MsrA act | FAS-TE inh | Rin1-Abl PPI inh | CendR NRP1 mod
CC(C)(C)OC(=O)N1CCC(c2c(C(=O)N3CCN(C4CCCCC4)CC3)cnn2-c2ccc(F)cc2)CC1 | -6 | -2 | -1.1 | i | -2 | -2 | 1 | 2 | 3
CCOCCCNC(=O)Cn1cc2c(n1)CCCCC2 | 4 | 5 | 1.2 | i | 2 | -2 | -8 | -4 | 14
O=C(CCOc1ccccc1)N1CCN(S(=O)(=O)c2ccccc2F)CC1 | 2 | -2 | -0.2 | i | 4 | -2 | -1 | -1 | 6

Later entries
SMILES | E coli Lon inh | SKN-1 block | MsrA inhibitor | Neddylation inh | MT1-MMP act inh | MsrA act | FAS-TE inh | Rin1-Abl PPI inh | CendR NRP1 mod
COc1ccc(-n2c(=O)[nH]c3cc(C(=O)NCCc4ccccc4)ccc3c2=O)cc1OC | -3 | -2 | 1.7 | i | -3 | 0 | -62 | -3 | 16
COc1ccc(C(C)=O)cc1CSc1nnc(Nc2c(C)cccc2C)s1 | -5 | 18 | -0.3 | i | -6 | -1 | 8 | -2 | -6
CC(NC(=O)c1ccc(N(C)C)cc1)C1CC2CCC1C2 (centres undefined) | -3 | -7 | 0.4 | i | -2 | -5 | -5 | 2 | 5
O=C(Nc1ccccc1)N(CCN1CCOCC1)Cc1cccc(Cl)c1 | -5 | -7 | -0.9 | i | -2 | -13 | -4 | 5 | 1
COCCNC(=S)N(C)C1(c2ccccc2Cl)CCCCC1=O (centres undefined) | 0 | 8 | -0.7 | i | 4 | -8 | -4 | 1 | -5
Nc1ccc(C(=O)NCCCSc2ccccc2)cc1[N+](=O)[O-] | -10 | 3 | -0.3 | i | 5 | 0 | 19 | -3 | -72
Cc1cc(=O)[nH]c(-n2[nH]c(C)cc2=O)n1 | -1 | -23 | -0.4 | i | -2 | -9 | -10 | 1 | -2
Cc1ccc(C(=O)OCC(=O)Nc2ccc(N(C)C)cc2)cc1NC(=O)c1ccco1 | -8 | -5 | -0.1 | i | 9 | 0 | -3 | 1 | 18
O=C(Nc1c(F)c(F)c(F)c(F)c1F)C1CCCCC1 | -1 | -14 | 0.2 | i | 2 | 7 | -5 | 4 | 9
O=C(CCCN1C(=O)/C(=C/c2cccc(Br)c2)SC1=S)Nc1ccccn1 | -6 | 1 | 0.0 | i | -3 | -2 | 27 | -3 | -12
C=C1CC[C@@]23CC[C@]4(C)[C@@](OC2=O)([C@@H]3C1)[C@H]1O[C@H]1C1[C@@]2(C)CC[C@H](O)C(C)(C)C2CC[C@]14C (some centres undefined) | -9 | 2 | · | i | 5 | -1 | 17 | 0 | -10
COc1cc(Cl)c(C)cc1NC(=O)COC(=O)C1=NN(c2ccccc2)C(=O)CC1 | 0 | 3 | 0.8 | i | 0 | -4 | 8 | 2 | 0
O=C(NNc1ncnc2c1cnn2-c1cccc(Cl)c1)c1ccco1 | -13 | 18 | 0.6 | i | 3 | -3 | -1 | 3 | 0
CCN1CCN(Cc2ccc(NC(=O)Nc3ccccc3)cc2)CC1 | -9 | -2 | · | i | -3 | 0 | -8 | 0 | -2
COc1ccc(CCNC(=S)NC(=O)c2cccc([N+](=O)[O-])c2)cc1OC | 7 | 5 | 0.0 | i | -1 | -8 | 16 | 3 | 15
CN(C)/N=C/c1cc([N+](=O)[O-])ccc1O | 8 | 13 | 1.3 | i | 4 | 1 | 1 | -5 | -1
COC(=O)C1(Cc2ccccc2)NC(c2ccc(F)cc2)C2C(=O)N(C)C(=O)C21 (centres undefined) | 1 | -8 | 0.3 | i | 7 | -2 | 1 | 0 | -5
Cc1ccc(CN2CC(C(=O)Nc3cc(C)ccn3)CC2=O)cc1 (centres undefined) | 1 | 4 | -0.5 | i | -5 | -5 | -3 | 8 | 1
COC(=O)COc1ccc(S(=O)(=O)N2CCN(c3ccc(F)cc3)CC2)cc1 | -1 | 1 | 2.4 | i | 1 | -2 | 18 | -6 | -10
O=C(COC(=O)c1cccnc1Cl)NCc1cccs1 | 5 | 3 | 0.5 | i | 0 | -2 | -6 | 4 | 13
CC(=O)N1CCN(S(=O)(=O)c2cccc(C(=O)OCc3cccc(F)c3)c2)CC1 | -3 | 11 | -0.9 | i | 0 | -1 | 7 | 3 | -7
Cc1cccc(NC(=O)CCN2C(=O)C3C4C=CC(C4)C3C2=O)c1 (centres undefined) | -9 | 4 | 0.0 | i | 1 | -5 | -9 | 4 | -5
CN1CCN(C(=O)c2cc(-c3cccc(Cl)c3)on2)CC1 | -1 | 5 | 1.5 | i | 7 | 0 | -3 | -2 | -32
Clc1cccc(-c2nc(NCCN3CCOCC3)c3ccccc3n2)c1 | 8 | 13 | 0.5 | i | 6 | -5 | 5 | 0 | -15
COc1ccccc1-c1cnn2c(NC3CCCC3)cc(C)nc12 | -3 | -7 | 1.6 | · | -4 | -2 | 19 | -2 | 5
Cc1ccccc1C(=O)Nc1ccc(C(=O)O)cc1NC(=O)c1ccccc1C | -9 | -2 | 1.5 | i | 0 | 0 | -3 | 0 | 7
CN(CCOC(=O)C1c2ccccc2Oc2ccccc21)C(C)(C)C | -7 | -9 | · | i | 0 | 4 | -9 | 4 | 11
Nc1ccc(Oc2ccc3c(c2)C(=O)N(CC2CCCO2)C3=O)cc1 (centres undefined) | 19 | 9 | 1.6 | i | -1 | -7 | -10 | 0 | 13
C[n+]1ccc2[nH]c3ccccc3c2c1 | -7 | -9 | -1.2 | i | 4 | -3 | -4 | 0 | 6
COc1ccc(NC(=O)CSCc2cc(=O)n3ccsc3n2)cc1 | -1 | 17 | 1.3 | i | -2 | -2 | -4 | 3 | 0
CC(=O)Nc1ccc(NC(=O)CN(C)S(=O)(=O)c2ccc3ccccc3c2)cc1 | -3 | 11 | 1.1 | i | 2 | -4 | 0 | -1 | 14
O=C(O)CCCCCNC(=O)c1ccncc1 | -5 | 8 | -0.9 | i | -2 | 0 | -11 | 1 | -4
COCCCNc1nc2ccccc2nc1NS(=O)(=O)c1ccc(C)c(C)c1 | 2 | -3 | 2.9 | + | -6 | -10 | -3 | -5 | 9
Cc1nc(C)c(-c2csc(Nc3ncccc3C)n2)s1 | -10 | 16 | 0.3 | i | 0 | -3 | 1 | 0 | -11
O=C(NC(=S)NCC1CCCO1)c1ccccc1F (centres undefined) | 8 | 0 | -0.8 | i | 0 | -1 | -11 | 5 | 5
CCC1(C)Cc2c(C#N)c(SC)nc(N3CCOCC3)c2CO1 (centres undefined) | -2 | -1 | -0.5 | i | 1 | -4 | 18 | 4 | 4
CN(C)S(=O)(=O)c1ccc(Cl)c(NC(=O)CN2CCCC2)c1 | 7 | 9 | -0.7 | i | · | -13 | -8 | 2 | -9
CCOC(=O)N1CCN(C(=O)COC(=O)CNC(=O)c2ccc(C)cc2)CC1 | -6 | -4 | -0.4 | i | 0 | 1 | -6 | 4 | -14
COc1ccccc1-c1cccc([C@@H]2C[C@H]3[C@@H](CN2)CON3C)c1 | -2 | -1 | 2.7 | i | 4 | -1 | -6 | -1 | -19
O=C(CCc1nnc(CCCCc2ccccc2)o1)N1CCCC(O)C1 (centres undefined) | 5 | -4 | -1.3 | i | 1 | -1 | -5 | 0 | 6
CC(C)c1c(O)nc(SCCN(C)C)[nH]c1=O | -7 | -16 | -0.6 | i | 1 | 7 | -5 | 4 | -9
NC(=O)CC(NC(=S)NCc1ccccc1)C(=O)O (centres undefined) | 1 | -4 | -0.4 | i | 2 | -3 | -10 | 2 | 0
FC(F)(F)c1cccc(NC(=S)NNC(=S)NCc2ccccc2)c1 | 13 | 13 | -0.9 | i | 10 | 2 | 17 | 0 | 4
CC1CCCC(NC(=O)CSc2nncs2)C1C (centres undefined) | 4 | -6 | 0.2 | i | 0 | -2 | -4 | 1 | -8
CC(=O)Nc1sc2c(c1C#N)CCN(Cc1ccccc1)C2 | 1 | 7 | -0.2 | i | -1 | -4 | -7 | -3 | -11
CC(C)(C)NC(=S)NCc1ccc2c(c1)OCO2 | 5 | 3 | -0.5 | i | 2 | -9 | -9 | 0 | -5
CCOc1ccc(NC(=O)C2CCCN(S(=O)(=O)c3cccc4nsnc34)C2)cc1 (centres undefined) | 0 | 6 | -0.4 | i | 2 | -2 | -6 | -1 | -19
CC(NC(=O)c1c(O)c2ccccc2n(C)c1=O)c1ccccc1 (centres undefined) | -5 | 2 | 0.9 | i | 2 | 0 | 5 | -1 | -6
O=c1cc(-c2ccc(OCc3ccccc3)cc2)oc2cc(OCc3ccccc3)cc(OCc3ccccc3)c12 | 0 | 1 | 1.8 | i | -4 | -1 | 18 | -1 | -10
COc1ccc(Nc2cccc(Cl)c2)c(C(=O)O)c1 | -5 | -3 | 0.1 | i | 0 | 3 | 1 | -1 | -11
CC(C)(C)Cc1c(-c2cccc(Cl)c2)nc2ccc(Br)cn12 | -15 | 12 | -0.7 | i | 3 | -6 | 7 | 2 | -62
CC(=O)Nc1nnc(-c2ccc(Cl)s2)o1 | 3 | -10 | -0.8 | i | -6 | -7 | -4 | -1 | -3
COc1ccc(/C=N/N2C(C)CCCC2C)cc1O (centres undefined) | -11 | -15 | -1.3 | i | -2 | -2 | -2 | 4 | -2
